APP transl inh: APP translation inhibition; SH-SY5Y APP 5'UTR-luciferase reporter, luminescence; inhibition, % at 2 µM; hit rate 0.82% among 190,000;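 active = inhibition above a set limit, derived from the sample mean plus 3 SD, cut at about 45% in these data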; note: values of inactives mirror those of a sister screen read the other way
NF-kB neuron act: NF-kB expression increase, human neuronal cells. NF-kB reporter expression; hits give high values. fold change at 12.5 µM. hit rate 1.6% among 190,000. AID 1239; in the data active = fold change above about 3.3
FLuc inh counter: counter-screen for luciferase assay inhibitors: firefly luciferase inhibition. ATPLite firefly luciferase biochemical luminescence, 10 min. inhibition, % at 10 µM. P08659. AID 1006. hit rate 1.5% among 200,000;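 active = inhibition above about 50% when tested at 10 µM, limit read from the data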
Target sequence (P08659 whole entry, looked up): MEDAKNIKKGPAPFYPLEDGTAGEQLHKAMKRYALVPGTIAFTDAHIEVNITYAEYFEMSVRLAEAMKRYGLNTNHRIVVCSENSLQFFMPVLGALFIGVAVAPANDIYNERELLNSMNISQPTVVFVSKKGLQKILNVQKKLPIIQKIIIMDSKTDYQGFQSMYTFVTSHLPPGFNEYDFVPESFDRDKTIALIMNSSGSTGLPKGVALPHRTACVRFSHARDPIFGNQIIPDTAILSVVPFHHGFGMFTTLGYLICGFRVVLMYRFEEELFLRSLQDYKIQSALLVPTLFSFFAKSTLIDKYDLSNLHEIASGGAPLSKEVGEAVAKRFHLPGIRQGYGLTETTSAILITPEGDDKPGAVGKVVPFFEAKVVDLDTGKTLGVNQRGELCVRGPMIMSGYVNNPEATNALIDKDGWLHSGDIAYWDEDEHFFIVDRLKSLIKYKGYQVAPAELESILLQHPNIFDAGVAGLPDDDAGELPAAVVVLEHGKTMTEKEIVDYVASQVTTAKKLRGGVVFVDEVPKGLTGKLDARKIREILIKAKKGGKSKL
FLuc act counter: firefly luciferase counter-screen for stimulation assays. P08659. ATPlite luciferase biochemical, luminescence, 10 min; 0 = ATP-free wells, 1 = DMSO control. activation factor at 10 µM. 200,000 tested, under 10 active. AID 1027;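 active = luciferase activation factor, scaled between plate controls, of at least 2 with compound at 10 µM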
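System: Luciferase/luciferin detection reagent, cell-free biochemical luciferase assay | Medium: PBS buffer for ATP | Dosing: Test compounds dosed from 2 mM stocks in 100% DMSO | Timing: 10 min at ambient temperature | Signal: Luminescence measurement of luciferase light output | Evaluation: Luciferase activation, seen as luminescence increase over controls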
STAT1 blocker: reduces IFN-gamma driven STAT1 reporter signal; NIH 3T3 STAT1-luciferase reporter, luminescence; inhibition, % at 5.5 µM; hit rate 0.35% among 200,000;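 active = inhibition above a set limit, the mean inhibition across all tested compounds plus 3 SD, cut at about 34% in these data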;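 note: 0% = IFN-gamma with DMSO and 100% = IFN-gamma with 300 µM nifuroxazide; values of inactives mirror those of a sister screen read the other way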
APP 5'UTR act: activates APP 5'UTR luciferase reporter | AID 1276 | SH-SY5Y APP 5'UTR luciferase reporter, luminescence; zero percent = DMSO vehicle wells | hit rate 1% among 190,000 | activation, % at 2 µM;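 active = activation above a set limit, based on mean plus 3 SD of controls, cut at about 140% in these data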; note: values of inactives mirror those of a sister screen read the other way
STAT3 blocker: reduces IL-6 driven STAT3 reporter signal; U3A cells, IL-6 STAT3-luciferase reporter, luminescence; host cell line lacks STAT1; inhibition, % at 5.5 µM; hit rate 0.89% among 190,000;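 active = inhibition above the mean inhibition across all screened compounds plus 3 SD, cut at about 44% in these data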;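 note: 0% = DMSO only wells and 100% = 100 µM nifuroxazide control wells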
STAT1 act: STAT1 signaling activation | NIH 3T3 STAT1-luciferase reporter, IFN-gamma, luminescence; 100% = IFN-gamma alone, no compound | activation (% of control), % at 5.5 µM | hit rate 2.6% among 200,000 | AID 932;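 active = activation above the screen-wide mean activation plus 3 SD, cut at about 130% in these data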;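 note: raw ratio to IFN-gamma control signal so 100% means no change and 0% no light; values of inactives mirror those of a sister screen read the other way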
ROMK mod: modulates human ROMK potassium channel activity. B-score at 10 µM. AID 1918. P48048. Tet-inducible ROMK, thallium flux fluorescence; actives lie on both sides. hit rate 2% among 130,000;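 active = signal ratio slope over the read window, or its plate-corrected B-score, at least 3 SD from the plate mean, either direction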;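 note: B-score of the F/F0 ratio slope over 7 to 12 s after thallium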
Target sequence (P48048 whole entry, looked up): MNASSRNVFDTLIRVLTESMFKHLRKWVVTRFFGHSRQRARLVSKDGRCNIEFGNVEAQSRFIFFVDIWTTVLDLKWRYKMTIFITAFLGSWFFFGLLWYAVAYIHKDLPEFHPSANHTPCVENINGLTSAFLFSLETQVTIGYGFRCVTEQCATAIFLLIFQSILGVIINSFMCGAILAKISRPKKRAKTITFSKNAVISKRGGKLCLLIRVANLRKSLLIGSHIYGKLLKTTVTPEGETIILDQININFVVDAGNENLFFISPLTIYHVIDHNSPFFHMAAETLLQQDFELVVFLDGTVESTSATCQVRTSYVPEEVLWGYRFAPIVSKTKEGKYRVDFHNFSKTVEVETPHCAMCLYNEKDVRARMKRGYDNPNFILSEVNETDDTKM
STAT3 act: increases IL-6 driven STAT3 reporter signal; activation (% of control), % at 5.6 µM; U3A cells, IL-6 STAT3-luciferase reporter, luminescence; 100% = signal with IL-6 EC80 alone; AID 871; hit rate 0.91% among 190,000;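 active = activation above the screen-wide mean of compound activation plus 3 SD, cut at about 130% in these data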;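 note: 0% = background luminescence of wells with medium and substrate only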
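Material: human U3A cells carrying STAT3-luciferase construct. Measured by: reporter luminescence signal. Timing: compound 1 h, then IL-6 6 h at 37 °C.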
Active calls of the source: *; . = not tested or not shown.

structure	APP transl inh	NF-kB neuron act	FLuc inh counter	FLuc act counter	STAT1 blocker	APP 5'UTR act	STAT3 blocker	STAT1 act	ROMK mod	STAT3 act
COc1ccc(NC(=O)CC2C(=O)N(c3ccc(F)cc3)C(=S)N2NC(=O)c2ccc(Cl)cc2)cc1 (stereo unspecified)	-8	1.7	-4	1	5	8	10	96	-1.2	94
CCn1cc(C(=O)Nc2ccc(OC)c(OC)c2)c2cc(OC)c(OC)cc2c1=O	-1	0.7	0	1	2	1	3	98	0	101
COc1ccc(Nc2nc3c(c(=O)n(C)c(=O)n3C)n2CCO)cc1	16	0.85	-2	1	2	-16	-4	99	0.055	107
Cc1cccc(C(=O)Nc2ccccc2-c2nnn(CC(=O)Nc3ccc4c(c3)OCCO4)n2)c1	-15	1.2	-2	1	2	15	12	98	-0.2	96
C/C(=N\NC(=O)C(=O)Nc1cccc(Cl)c1C)c1ccncc1	4	0.62	-6	1.1	4	-4	27	97	0.89	77
O=C(O)COc1ccccc1O	4	0.99	-4	1	-7	-3	-11	106	0.09	112
Clc1cccc(Cl)c1CSc1cc2c(nn1)-c1ccccc1CC2	4	1.3	-2	1	-11	-4	7	110	0.23	95
O=C(Cn1cc(C(F)(F)F)ccc1=O)N/N=C/c1ccc(Cl)c(Cl)c1	16	1.1	-5	1	-4	-17	-1	104	.	97

Further entries follow.
structure	APP transl inh	NF-kB neuron act	FLuc inh counter	FLuc act counter	STAT1 blocker	APP 5'UTR act	STAT3 blocker	STAT1 act	ROMK mod	STAT3 act
O=C(Cc1ccc(Cl)cc1)Nc1cccc(-c2nnc(-c3ccco3)o2)c1	7	1.4	-1	1	-12	-7	16	111	2.3e-05	88
COc1ccc(CN(CCO)CCO)cc1[N+](=O)[O-]	11	0.93	-8	1.1	-8	-11	6	107	-0.98	95
c1ccc(-c2cc3c(N4CCOCC4)ncnc3s2)cc1	-8	0.52	-5	1	-4	8	-16	105	.	117
CN(C)CCNC(C(=O)Nc1cc(Cl)cc(Cl)c1)c1ccccc1 (stereo unspecified)	-4	1.3	-8	1.1	5	4	-3	95	-0.79	104
CCOc1cc(/C=N\NC(N)=O)cc(Br)c1OC(C)C	-9	0.86	-2	1	23	9	1	79	0.54	97
Cc1cc(C(F)F)n2ncc(C(=O)N3CCC(C(N)=O)CC3)c2n1	-16	1	-1	1	2	16	9	98	0.034	97
CC(C)(C)c1ccc(O)c(N=Cc2cc(Br)ccc2O)c1	-13	1.1	2	1	2	13	11	99	-0.014	93
O=C(C=C1SCCS1)/C=C/c1ccco1	-158	5.9*	70*	0.3	-16	158*	30	114	.	77

Following part
structure	APP transl inh	NF-kB neuron act	FLuc inh counter	FLuc act counter	STAT1 blocker	APP 5'UTR act	STAT3 blocker	STAT1 act	ROMK mod	STAT3 act
CC(C)NC(=O)c1ccccc1NC(=O)C(C)Oc1ccccc1 (stereo unspecified)	5	1.1	-4	1	4	-5	-8	94	0.62	109
S=C(Nc1cccc(Cl)c1)Nc1ccc2cn[nH]c2c1	-20	1.4	-3	1	3	20	10	97	0.66	90
CCN(CC)c1ccc(/C=N/N=C(c2ccccc2)c2ccccc2)c(O)c1	6	0.96	-6	1.1	4	-6	-7	96	-2.3	110
Cn1c(SCC(=O)c2ccccc2)nnc1-c1ccncc1	6	1.2	-4	1	-6	-6	11	103	-0.0076	95
O=C(OCC(=O)c1cccs1)c1cccc(C(=O)OCC(=O)c2cccs2)n1	5	1.3	15	0.9	-7	-5	9	107	0.11	98
CC1=C(C(=O)OC(C)(C)C)C(c2cccs2)NC(=O)N1 (stereo unspecified)	-10	1.2	-2	1	9	10	2	92	-0.013	101
O=C(N/N=C/c1ccco1)c1cc([N+](=O)[O-])cc([N+](=O)[O-])c1	-4	1.1	-5	1	5	4	-4	96	0.71	103
Cc1ccc(SCC(=O)NCc2ccco2)cc1	-8	1.4	-2	1	-4	8	-2	103	.	105

Arranged by value in NF-kB neuron act (rising): 3 from the list above.
molecule	NF-kB neuron act
O=C(N/N=C/c1ccco1)c1cc([N+](=O)[O-])cc([N+](=O)[O-])c1	1.1
O=C(OCC(=O)c1cccs1)c1cccc(C(=O)OCC(=O)c2cccs2)n1	1.3
Cc1ccc(SCC(=O)NCc2ccco2)cc1	1.4

Additional results:
structure	APP transl inh	NF-kB neuron act	FLuc inh counter	FLuc act counter	STAT1 blocker	APP 5'UTR act	STAT3 blocker	STAT1 act	ROMK mod	STAT3 act
Cc1ccc(OCCC(=O)OCC(=O)NCCc2ccccc2)cc1	12	1.1	-3	1	-5	-12	5	104	-0.23	97
COc1ccc(CNC(=O)c2cccc(N3CCCC3=O)c2)cc1	10	0.96	-3	1	0	-10	3	100	-0.26	104
CCOc1ccc(Cl)cc1/C=N/O	4	0.94	-6	1.1	-6	-4	4	105	-1.2	100
O=S(=O)(c1cccc(-c2nc3ccccc3s2)c1)N1CCOCC1	8	1.3	-9	1.1	-3	-8	10	103	0.28	97
O=C(Nc1ccc([N+](=O)[O-])cc1)c1ccc(Cn2cc([N+](=O)[O-])cn2)cc1	5	0.9	-2	1	18	-5	30	82	0.2	81
O=c1ccn(CCc2c[nH]c3ccccc23)c2c1CCCC2	-22	1.1	-2	1	7	22	5	93	-0.031	99
Cc1cc(NC(=O)CSCc2ccccc2)no1	-3	1.1	-7	1.1	-8	3	10	105	0.48	95
COCCn1nnnc1C(c1cc2ccc(C)cc2[nH]c1=O)N(Cc1ccco1)Cc1cccs1 (stereo unspecified)	-8	0.93	-5	1	8	8	4	93	.	102

Continuation:
structure	APP transl inh	NF-kB neuron act	FLuc inh counter	FLuc act counter	STAT1 blocker	APP 5'UTR act	STAT3 blocker	STAT1 act	ROMK mod	STAT3 act
CCCn1c(N)c(C(=O)CSc2ncc(C(F)(F)F)cc2Cl)c(=O)[nH]c1=O	-11	1.1	-4	1	-2	11	10	100	0.014	98
FC(F)(F)c1ccc(Cl)c(NC(=S)NC2CC2)c1	9	1.3	-5	1.1	-2	-9	4	102	-0.21	97
CCCOc1ccc(/C=c2\sc3ncnn3c2=O)cc1	14	1.1	-8	1.1	-9	-14	13	106	0.0064	95
C/C(CC(=O)NCc1ccccc1)=N\NC(=O)c1cnccn1	-11	1.1	-4	1	-14	11	-1	112	.	105
CCCCC(=O)NC(NC(=S)N1CCOCC1)C(Cl)(Cl)Cl (stereo unspecified)	.	0.98	1	1	1	.	8	99	0.5	99
COc1ccc(C2CC(c3cccs3)=NN2C(=O)CSC2=NN3CCCC(=O)N=C3S2)cc1 (stereo unspecified)	6	0.79	-7	1.1	5	-6	6	96	.	102
CSCCC(NC(=O)c1ccco1)C(=O)NCc1ccc(F)cc1 (stereo unspecified)	-3	0.96	-3	1	-4	3	3	104	0.47	102
Cc1cc(C)nc(SCc2ccc(C(=O)NNC(=O)Nc3cccc(Cl)c3)cc2)n1	8	0.67	-4	1	-1	-8	4	101	-1	97

Next section:
structure	APP transl inh	NF-kB neuron act	FLuc inh counter	FLuc act counter	STAT1 blocker	APP 5'UTR act	STAT3 blocker	STAT1 act	ROMK mod	STAT3 act
O=S(=O)(CC12C3C4C5C1C2C(Br)(C43)C51OCCO1)c1ccccc1 (stereo unspecified)	-19	1.1	-6	1.1	-5	19	7	104	1.4	93
O=C(NC1=NCCS1)C1CC(=O)N(c2ccccc2)C1 (stereo unspecified)	4	1.5	-7	1.1	-2	-4	3	102	-0.0094	99
COc1ccc(Cn2c(CCC(=O)O)nc3cccnc32)cc1	4	0.99	0	1	-14	-4	-2	112	0.6	106
CCCc1nc2ccccc2c(C(=O)OCC(=O)N2CCc3ccccc32)c1CC	1	0.65	-4	1	8	-1	13	93	.	92
Cc1nnc(SCC(=O)NC2CCCc3ccccc32)n1-c1ccccc1 (stereo unspecified)	-8	1.2	-5	1.1	0	8	8	100	-1.7	96
Cc1ccc(OCCN2C(=O)C(=O)c3cc(C)ccc32)cc1	84*	2.5	6	0.9	-18	-84	19	115	2	86
O=C(NCc1ccc(F)cc1F)c1cc(COc2c(F)cccc2F)on1	-13	1.6	-4	1	-8	13	1	105	0.46	103
CC(NCc1cccs1)c1ccccc1 (stereo unspecified)	1	0.86	1	1	-8	-1	3	107	0.17	104

Following part.
structure	APP transl inh	NF-kB neuron act	FLuc inh counter	FLuc act counter	STAT1 blocker	APP 5'UTR act	STAT3 blocker	STAT1 act	ROMK mod	STAT3 act
CCCNS(=O)(=O)c1ccc(CCC(=O)N2CCN(CC)CC2)cc1	-6	1	-7	1.1	-9	6	-4	109	.	105
Clc1ccc(-c2cc(C3CCNCC3)[nH]n2)c(Cl)c1	-2	0.97	-3	1	-40	2	11	135*	.	93
O=C(c1ccccc1CCc1ccccc1)N1CCOCC1	9	0.96	-5	1.1	2	.	0	94	0.84	103
CCOC(=O)c1c(C)[nH]c(C(=O)COC(=O)C2(C)CC2(Cl)Cl)c1C (stereo unspecified)	-46	1.6	-7	1.1	-19	46	17	118	-0.2	91
O=C(/C=C/c1ccc(F)cc1)N1CCCN(C(=O)/C=C/c2ccc(F)cc2)CC1	-9	1.1	5	0.9	2	9	5	98	.	101
O=Cc1c(N2CCN(c3ccccc3)CC2)nc2ccccn2c1=O	-23	0.99	-2	1	-6	23	28	102	0.028	80
CCC(C)NC(=O)C(=O)NC1CCCC1 (stereo unspecified)	0	1.2	-5	1.1	-10	0	4	109	0.49	99
Cc1cc(C(=O)O)c(CSCc2cc(C(=O)O)oc2C)o1	14	1.4	-2	1	2	-14	9	99	0.72	97
CC(C)Nc1nc(N(c2ccccc2)c2ccccc2)nc(-n2ccnc2)n1	7	1.3	-3	1	5	-7	-3	95	0.35	106
Cc1ccc(S(=O)(=O)N2CCCOC2CNC(=O)C(=O)NCc2cccs2)cc1 (stereo unspecified)	9	1.1	-5	1	0	-9	-4	100	-0.015	104
CCOC(=O)c1cnc(Nc2nc3ccccc3o2)nc1C	-104	3.5*	91*	0.1	45*	104	96*	59	0.0021	21

Of the compounds above, seven have a furan ring, fused or not.
structure	APP transl inh	NF-kB neuron act	FLuc inh counter	FLuc act counter	STAT1 blocker	APP 5'UTR act	STAT3 blocker	STAT1 act	ROMK mod	STAT3 act
O=C(Cc1ccc(Cl)cc1)Nc1cccc(-c2nnc(-c3ccco3)o2)c1	7	1.4	-1	1	-12	-7	16	111	2.3e-05	88
O=C(C=C1SCCS1)/C=C/c1ccco1	-158	5.9*	70*	0.3	-16	158*	30	114	.	77
O=C(N/N=C/c1ccco1)c1cc([N+](=O)[O-])cc([N+](=O)[O-])c1	-4	1.1	-5	1	5	4	-4	96	0.71	103
Cc1ccc(SCC(=O)NCc2ccco2)cc1	-8	1.4	-2	1	-4	8	-2	103	.	105
COCCn1nnnc1C(c1cc2ccc(C)cc2[nH]c1=O)N(Cc1ccco1)Cc1cccs1 (stereo unspecified)	-8	0.93	-5	1	8	8	4	93	.	102
CSCCC(NC(=O)c1ccco1)C(=O)NCc1ccc(F)cc1 (stereo unspecified)	-3	0.96	-3	1	-4	3	3	104	0.47	102
Cc1cc(C(=O)O)c(CSCc2cc(C(=O)O)oc2C)o1	14	1.4	-2	1	2	-14	9	99	0.72	97

Assay outcomes from PubChem BioAssay.

Hits appear at their usual frequency, and some 7.1% of all compounds hit somewhere here.
